Screens from PubChem.
FXIa inh – inhibitors of human coagulation factor XIa; AID 687; purified human FXIa, fluorogenic AMC substrate cleavage; P03951; inhibition, % at 10 µM; 33,000 compounds, 0.3% hits;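 active = inhibition above 40% in the primary screen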;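 also: 0% = enzyme without compound and 100% = blank wells lacking enzyme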
Target sequence (P03951 19-387 limits assumed): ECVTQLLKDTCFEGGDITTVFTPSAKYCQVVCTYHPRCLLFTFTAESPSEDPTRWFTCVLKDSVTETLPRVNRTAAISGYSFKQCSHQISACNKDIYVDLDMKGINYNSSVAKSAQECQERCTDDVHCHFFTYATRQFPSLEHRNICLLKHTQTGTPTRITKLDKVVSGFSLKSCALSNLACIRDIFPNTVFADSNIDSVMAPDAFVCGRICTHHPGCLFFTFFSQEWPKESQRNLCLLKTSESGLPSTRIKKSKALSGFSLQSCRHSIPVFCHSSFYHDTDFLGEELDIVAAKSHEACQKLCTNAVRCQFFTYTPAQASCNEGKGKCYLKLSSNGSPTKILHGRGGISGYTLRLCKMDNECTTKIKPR
Target sequence (P03951 388-625 limits assumed): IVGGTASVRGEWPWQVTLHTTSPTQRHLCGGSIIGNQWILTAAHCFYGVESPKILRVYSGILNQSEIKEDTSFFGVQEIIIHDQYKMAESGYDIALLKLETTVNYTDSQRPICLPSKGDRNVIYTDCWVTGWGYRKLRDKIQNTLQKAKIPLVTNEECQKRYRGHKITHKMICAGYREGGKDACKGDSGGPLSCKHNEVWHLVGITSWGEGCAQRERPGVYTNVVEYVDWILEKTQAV
FXIIa inh – blocks human coagulation factor XIIa activity; P00748; purified human FXIIa, AMC substrate fluorescence, 2 h; inhibition, % at 10 µM; 33,000 compounds, 0.2% hits; AID 701; in the data active = inhibition above about 30%;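 also: 0% = enzyme with vehicle only and 100% = no enzyme blank; many of its hits are not listed in these tables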
Starred values were filed as active, the others as inactive.

What do the screens show for `Cc1cccc(CSc2nnc(-c3ccccn3)n2N)c1`?
FXIa inh: 2; FXIIa inh: 2

What do the screens show for `CC(=NCCCn1ccnc1)c1c(-c2ccccc2)[nH]n(-c2nc3ccccc3s2)c1=O`?
FXIa inh: -8; FXIIa inh: 8

Results for Cc1cc(C2(c3ccc(O)c(C)c3)OC(=O)c3ccccc32)ccc1O ?
FXIa inh: -9; FXIIa inh: 7

What do the screens show for `CCCCC1S/C(=N/N=C/c2ccc(OC)cc2)N(Cc2ccc(OC)cc2)C1=O` (stereo not given)?
FXIa inh: -2; FXIIa inh: 11

Results for COc1ccc(OCCSc2nnc(-c3ccc(OC)cc3)n2N)cc1 ?
FXIa inh: -13; FXIIa inh: 8

Results for COc1ccc(NC(=O)CCN2CCN(S(=O)(=O)c3cc(Cl)ccc3Cl)CC2)cc1 ?
FXIa inh: 16; FXIIa inh: -17

What do the screens show for `c1ccc(CCNC2=NCCCS2)cc1`?
FXIa inh: 2; FXIIa inh: -16

How did CCCOc1c(Cl)cc(/C=N/O)cc1OCC do in these assays?
FXIa inh: -13; FXIIa inh: 9

Results for C=CCn1c(=O)c2c3c(sc2n2c(Nc4ccccc4)nnc12)CCCC3 ?
FXIa inh: 4; FXIIa inh: -1

What do the screens show for `CCc1nc(SCC(=O)NCCc2ccccc2)c2oc3ccccc3c2n1`?
FXIa inh: -3; FXIIa inh: 3

Results for c1ccc(CCn2nnnc2C(c2cccnc2)N2CCN(c3ccccc3)CC2)cc1 (stereo not given) ?
FXIa inh: 3; FXIIa inh: 5

How did CC(=O)N(/N=C1\Sc2ccccc2C1=O)c1ccc(C)cc1C do in these assays?
FXIa inh: -8; FXIIa inh: 7

How did Cn1c(=O)c2c(ncn2CC(=O)Nc2ccc(N3CCOCC3)cc2)n(C)c1=O do in these assays?
FXIa inh: -4; FXIIa inh: 1

Results for O=C(c1ccc(S(=O)(=O)N2CCOCC2)cc1)N1CCCc2ccccc21 ?
FXIa inh: -3; FXIIa inh: 4

Results for Cc1cc2nncn2c2ccccc12 ?
FXIa inh: -5; FXIIa inh: -3

Results for CC1(C)OC(=O)N(c2ccccc2)C12C=Cc1cc(Br)ccc1O2 (stereo not given) ?
FXIa inh: 2; FXIIa inh: 11

What do the screens show for `Cc1ccnc(NC(=O)CCC2COc3ccccc3O2)c1` (stereo not given)?
FXIa inh: -4; FXIIa inh: 6

What do the screens show for `CCCCCOC(=O)C1=C(C)Nc2nnnn2C1c1ccc(OC)c(OC)c1OC` (stereo not given)?
FXIa inh: 5; FXIIa inh: 11

How did CC(C)n1nnnc1SCC(=O)Nc1ccc2c(c1)OCO2 do in these assays?
FXIa inh: 5; FXIIa inh: -14

How did CN(C)S(=O)(=O)c1ccc(C(=O)Nc2ccccc2OC(F)(F)C(F)F)cc1 do in these assays?
FXIa inh: -4; FXIIa inh: 5

What do the screens show for `Cc1csc(NC(=O)c2cc(C)oc2C)n1`?
FXIa inh: 3; FXIIa inh: 11

Results for CCN(CCCc1ccccc1)CCCc1ccccc1 ?
FXIa inh: 4; FXIIa inh: 1

How did COc1ccc(-c2nnc(SC(C)C(=O)Nc3nccs3)n2Cc2ccccc2)cc1OC (stereo not given) do in these assays?
FXIa inh: 2; FXIIa inh: -2

How did COc1ccc(C2N(C(=O)c3ccccc3)CCN2C(=O)c2ccccc2)cc1 do in these assays?
FXIa inh: -8; FXIIa inh: 3

What do the screens show for `Cc1cccc(NC(=O)CCS(=O)(=O)c2cccc3nsnc23)c1C`?
FXIa inh: 5; FXIIa inh: 9

Results for O/N=C/c1ccc(OCC(O)COc2ccc(/C=N/O)cc2)cc1 ?
FXIa inh: 3; FXIIa inh: 0

What do the screens show for `CCn1c(SCC(=O)Nc2nccs2)nnc1-c1ccccc1`?
FXIa inh: 4; FXIIa inh: 4

Results for CC(C)N(C(=O)c1ccc2nc3c4ccccc4c4ccccc4c3nc2c1)C(C)C ?
FXIa inh: 0; FXIIa inh: 15

Results for O=S(=O)(c1cccc(F)c1)N1CCN(Cc2ccc3c(c2)OCO3)CC1 ?
FXIa inh: 11; FXIIa inh: 3

What do the screens show for `O=C(c1ccccc1CCc1ccccc1)N1CCOCC1`?
FXIa inh: 0; FXIIa inh: 8

How did COc1ccc(OC(=O)c2cn(C)nc2C(F)(F)F)cc1 do in these assays?
FXIa inh: 16; FXIIa inh: -10

How did CC1(C)CC(N2CCN(c3ccccc3)CC2)=CC(=[N+]2CCCC2)C1 do in these assays?
FXIa inh: 2; FXIIa inh: 4

What do the screens show for `O=C1[O][Bi][O]c2ccccc21`?
FXIa inh: -16; FXIIa inh: -13

Results for Cc1cc(C(=O)NCCC2=CCCCC2)no1 ?
FXIa inh: -1; FXIIa inh: -19

How did Cc1ccc(C2C(C#N)=C(N)Oc3n[nH]c(-c4cccs4)c32)cc1 (stereo not given) do in these assays?
FXIa inh: -3; FXIIa inh: 3

What do the screens show for `CC(C)(C)c1ccc(-c2noc(CCC(=O)NCC3CCCO3)n2)cc1` (stereo not given)?
FXIa inh: -3; FXIIa inh: 6

Results for O=C(OCc1ccc(Cl)c(Cl)c1)c1cnccn1 ?
FXIa inh: -6; FXIIa inh: 11

How did COc1ccc(S(=O)(=O)NCc2ccco2)cc1-c1nnc2c3ccccc3c(C)nn12 do in these assays?
FXIa inh: -1; FXIIa inh: 3

How did COc1cc2[nH]c(=S)n(NC(=O)c3ccccc3)c(=O)c2cc1OC do in these assays?
FXIa inh: 18; FXIIa inh: -8

How did Cc1ccc(NS(C)(=O)=O)c(C(=O)c2ccccc2)c1 do in these assays?
FXIa inh: 3; FXIIa inh: 7

Results for CCn1nnnc1SCC(=O)N1c2ccccc2Sc2ccccc21 ?
FXIa inh: -1; FXIIa inh: 10

What do the screens show for `CCCCC(=O)NC(NC(=S)N1CCOCC1)C(Cl)(Cl)Cl` (stereo not given)?
FXIa inh: 15; FXIIa inh: 1

What do the screens show for `CCCN1C2=C(C(=O)CCC2)C(c2ccc(F)cc2)C2=C1c1ccccc1C2=O` (stereo not given)?
FXIa inh: -3; FXIIa inh: -2

How did CCN1CCN(C(=O)CSc2cc(=O)n(CC)c3ccccc23)CC1 do in these assays?
FXIa inh: -5; FXIIa inh: 6

What do the screens show for `CCCCNC(=O)C1CCN(Cc2ccc(OCc3ccccc3)cc2)CC1`?
FXIa inh: -2; FXIIa inh: 2

What do the screens show for `CC(=O)OC1c2ccccc2C(=O)N1Cc1ccccc1` (stereo not given)?
FXIa inh: 10; FXIIa inh: 5

Results for Cn1c(=O)c2ncn(CC(=O)Nc3ccc4c5c(cccc35)CC4)c2n(C)c1=O ?
FXIa inh: 6; FXIIa inh: 5

What do the screens show for `Cc1ccc(OCCn2cc(Br)c(=O)[nH]c2=O)cc1`?
FXIa inh: -1; FXIIa inh: 1

How did Cc1cccc(NC(=O)Cc2ccc(F)cc2)c1 do in these assays?
FXIa inh: -1; FXIIa inh: 10

What do the screens show for `CC(C)(C)C(=O)Nc1nnc(SCc2ccc(F)cc2)s1`?
FXIa inh: 1; FXIIa inh: 2

Results for N#C/C(=C\c1ccccc1Cl)C(=O)NC(=O)Oc1ccccc1 ?
FXIa inh: 0; FXIIa inh: 5

What do the screens show for `CCCCNC(=O)Nc1cc(C(=O)OC)ccc1Cl`?
FXIa inh: 0; FXIIa inh: 0

How did CCOC(=O)c1ccc(NC(=O)NC2CC3CCC(C2)N3Cc2nnnn2Cc2ccco2)cc1 (stereo not given) do in these assays?
FXIa inh: 7; FXIIa inh: 5

What do the screens show for `Cc1c(C(=O)N2CCOCC2)[nH]c2ccc(OCc3ccccc3)cc12`?
FXIa inh: 0; FXIIa inh: 4

How did CCCCCNC(=O)CN(c1ccc2c(c1)OCO2)S(C)(=O)=O do in these assays?
FXIa inh: -11; FXIIa inh: -10

What do the screens show for `CCCOc1ccccc1Nc1nnc(C)c(=O)[nH]1`?
FXIa inh: -2; FXIIa inh: -1

How did Cn1c(=O)c(=O)n(C)c2cc(S(=O)(=O)N3CCN(C4CCCCC4)CC3)ccc21 do in these assays?
FXIa inh: -1; FXIIa inh: 4

What do the screens show for `CCc1nnc(NC(=O)Cn2c(=O)oc3ccccc32)s1`?
FXIa inh: -6; FXIIa inh: 5

How did CC(NC(=O)c1cccc(F)c1)C(c1cccs1)N1CCN(C)CC1 (stereo not given) do in these assays?
FXIa inh: 3; FXIIa inh: 2

How did O=S(=O)(c1ccc(Cl)c(Cl)c1)c1snnc1-c1ccccc1 do in these assays?
FXIa inh: 11; FXIIa inh: 6

What do the screens show for `COC(=O)Cc1c(C)nc2nc(NCc3cccc([N+](=O)[O-])c3)[nH]n2c1=O`?
FXIa inh: -5; FXIIa inh: 0

How did O=C(CSc1nnc(Cc2ccccc2)o1)NC1CCCCC1 do in these assays?
FXIa inh: 1; FXIIa inh: 8

What do the screens show for `CCC(C)(C)NC(=O)Cc1ccccc1OC`?
FXIa inh: -7; FXIIa inh: 2

How did Clc1ccc2c(c1)C1=C(C(c3ccncc3)O2)C(c2ccc(Br)cc2)n2ncnc2N1 (stereo not given) do in these assays?
FXIa inh: -2; FXIIa inh: 9

How did COCC(=O)N(Cc1cc2ccc(C)cc2[nH]c1=O)c1ccc(OC)cc1 do in these assays?
FXIa inh: 5; FXIIa inh: 8

What do the screens show for `O=C1c2cccc(O)c2C(=O)c2c(O)cccc21`?
FXIa inh: 8; FXIIa inh: 8

How did COc1ccc(-c2cc(-c3ccccc3O)[nH]n2)cc1 do in these assays?
FXIa inh: -5; FXIIa inh: -3

What do the screens show for `COC(=O)/C(=C\Nc1ccc(Cl)c2ccccc12)c1ncc(C(F)(F)F)cc1Cl`?
FXIa inh: -8; FXIIa inh: 3

Results for CCn1nc(CC(=O)Nc2nnc(CC(=O)N3CCOCC3)s2)c2ccccc2c1=O ?
FXIa inh: -5; FXIIa inh: 5

How did CCC(C)(C)NC(=O)C(c1ccc(C)o1)N(C(=O)c1csnn1)c1cccc(F)c1 (stereo not given) do in these assays?
FXIa inh: -1; FXIIa inh: -17

Results for O=C(c1cncc(Br)c1)N1CCc2ccccc2C1 ?
FXIa inh: -3; FXIIa inh: 5

How did Cc1cc(C)n(/N=C\c2c(O)ccc3ccccc23)c(=O)c1C(N)=O do in these assays?
FXIa inh: -1; FXIIa inh: 6

The list goes on, starting with the last 2 of the part before.
Results for O=C(c1cncc(Br)c1)N1CCc2ccccc2C1 ?
FXIa inh: -3; FXIIa inh: 5

How did Cc1cc(C)n(/N=C\c2c(O)ccc3ccccc23)c(=O)c1C(N)=O do in these assays?
FXIa inh: -1; FXIIa inh: 6

Results for COCCCN1C(=O)c2ccc(C(=O)Nc3cccc(OC)c3)cc2C1=O ?
FXIa inh: -1; FXIIa inh: 2

What do the screens show for `O=C(CN1C(=O)NC(Cc2ccccc2)C1=O)Nc1ccccc1` (stereo not given)?
FXIa inh: -5; FXIIa inh: 1

What do the screens show for `COc1cc(OC)cc(C(=O)Nc2ccc(-n3cnnn3)c(C)c2)c1`?
FXIa inh: -8; FXIIa inh: 5

What do the screens show for `COc1ccc(S(=O)(=O)Nc2cc3c4c(oc3c3ccccc23)CC(C)(C)CC4=O)cc1`?
FXIa inh: 6; FXIIa inh: -1

How did CCN(CC)c1ccc2cc(C(=O)Nc3cccnc3N3CCOCC3)c(=O)oc2c1 do in these assays?
FXIa inh: 2; FXIIa inh: 5

What do the screens show for `O=S(=O)(c1ccccc1)N1CCN(c2nc3ccccc3s2)CC1`?
FXIa inh: 4; FXIIa inh: 17

What do the screens show for `C=CCc1c(O)nc(SCC(=O)c2ccccc2)[nH]c1=O`?
FXIa inh: -12; FXIIa inh: 2

What do the screens show for `CCOC(=O)c1ccc(C(=O)OCC)nc1`?
FXIa inh: 1; FXIIa inh: 7

Results for COC(=O)c1cccc(NC(=O)c2cccs2)c1C ?
FXIa inh: 5; FXIIa inh: 7

How did COc1ccc(-c2cc(N)n(S(=O)(=O)c3ccc(C)cc3)n2)c(OC)c1 do in these assays?
FXIa inh: -4; FXIIa inh: 6

Results for CCc1ccc2[nH]c(=O)c(CN(CCCN3CCOCC3)C(=O)Nc3ccc(F)cc3)cc2c1 ?
FXIa inh: 7; FXIIa inh: 5

Results for C/C(NC1CCCCC1)=C(/C#N)C(=O)NCCN1CCOCC1 ?
FXIa inh: 0; FXIIa inh: 11

Results for CN(C)CCCNC(=O)CCc1nc2ccccc2c(=O)[nH]1 ?
FXIa inh: 7; FXIIa inh: 6

Results for CCNc1cc2n(c(=O)n1)CCc1cc(OC)c(OC)cc1-2 ?
FXIa inh: 5; FXIIa inh: 7

What do the screens show for `C[C@@H]1C[C@H]2[C@@H]3CCC4=CC(=O)C=C[C@]4(C)[C@@]3(F)[C@@H](O)C[C@]2(C)[C@H]1C(=O)CO`?
FXIa inh: -15; FXIIa inh: -13

How did O=C(COc1ccc(F)cc1)Nc1nnc(-c2ccncc2)s1 do in these assays?
FXIa inh: -1; FXIIa inh: -5

Of the compounds above, these contain a Cl atom:
Results for COc1ccc(NC(=O)CCN2CCN(S(=O)(=O)c3cc(Cl)ccc3Cl)CC2)cc1 ?
FXIa inh: 16; FXIIa inh: -17

How did CCCOc1c(Cl)cc(/C=N/O)cc1OCC do in these assays?
FXIa inh: -13; FXIIa inh: 9

Results for O=C(OCc1ccc(Cl)c(Cl)c1)c1cnccn1 ?
FXIa inh: -6; FXIIa inh: 11

What do the screens show for `CCCCC(=O)NC(NC(=S)N1CCOCC1)C(Cl)(Cl)Cl` (stereo not given)?
FXIa inh: 15; FXIIa inh: 1

Results for N#C/C(=C\c1ccccc1Cl)C(=O)NC(=O)Oc1ccccc1 ?
FXIa inh: 0; FXIIa inh: 5

What do the screens show for `CCCCNC(=O)Nc1cc(C(=O)OC)ccc1Cl`?
FXIa inh: 0; FXIIa inh: 0

How did O=S(=O)(c1ccc(Cl)c(Cl)c1)c1snnc1-c1ccccc1 do in these assays?
FXIa inh: 11; FXIIa inh: 6

How did Clc1ccc2c(c1)C1=C(C(c3ccncc3)O2)C(c2ccc(Br)cc2)n2ncnc2N1 (stereo not given) do in these assays?
FXIa inh: -2; FXIIa inh: 9

What do the screens show for `COC(=O)/C(=C\Nc1ccc(Cl)c2ccccc12)c1ncc(C(F)(F)F)cc1Cl`?
FXIa inh: -8; FXIIa inh: 3

A portion of the library (hit frequency here may not be typical).
